High-throughput results as filed in PubChem BioAssay.
A3G deaminase = inhibitors of human APOBEC3G DNA deaminase; Q9HC16; recombinant A3G, ssDNA deamination FAM/TAMRA fluorescence; inhibition, % at 20 µM; 330,000 compounds, 0.28% hits;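 active = inhibition of at least 40% at 20 µM, with no more than 30% in the related APOBEC3A deaminase screen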;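 note: plate controls were DMSO wells with A3G for no effect and wells lacking A3G enzyme for full effect; some compounds called inactive have numbers as strong as hits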
mIAP act = mouse IAP activation | muIAP, CDP-Star luminescence, 30 min; hits give high values; 1 = vehicle-only enzyme signal, 0 = enzyme-free wells | activation factor at 10 µM | 330,000 compounds, 0.24% hits | AID 2805;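 active = activation factor of at least 2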; note: the source names both 10 and 20 µM as test concentration; values of inactives mirror those of a sister screen read the other way
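System: Mouse IAP enzyme | Also added: CDP-Star substrate | Dosing: Compounds dispensed in DMSO | Schedule: 30 min enzyme-substrate-compound incubation at room temperature | Technique: Chemiluminescence readout | Control set: DMSO-only wells and no-enzyme negative control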
beta cell repl = inducers of beta-cell replication in MIN6 cells; MIN6 cells proliferation, ATPlite luminescence, 48 h; cells starved in 0.2% serum; 100% = growth in 10% serum; proliferation, % at 10 µM; 330,000 compounds, 0.29% hits; AID 2380;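 active = compounds whose signal lies at least 3.5 SD above the mean of all wells on their plate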;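 note: 0% = DMSO-treated cells in low-serum medium and 100% = 10% serum control; some compounds called inactive have numbers as strong as hits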
hIAP activ = increases human intestinal alkaline phosphatase activity | P09923 | purified human IAP, CDP-Star luminescence, 30 min; hits give high values; 1 = vehicle-only enzyme, 0 = enzyme-free background | activation factor at 10 µM | 330,000 compounds, 0.16% hits | AID 2524;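 active = activation factor of the enzyme at least 2-fold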; note: the source names both 10 and 20 µM as test concentration; values of inactives mirror those of a sister screen read the other way
Target sequence (P09923 whole entry, looked up): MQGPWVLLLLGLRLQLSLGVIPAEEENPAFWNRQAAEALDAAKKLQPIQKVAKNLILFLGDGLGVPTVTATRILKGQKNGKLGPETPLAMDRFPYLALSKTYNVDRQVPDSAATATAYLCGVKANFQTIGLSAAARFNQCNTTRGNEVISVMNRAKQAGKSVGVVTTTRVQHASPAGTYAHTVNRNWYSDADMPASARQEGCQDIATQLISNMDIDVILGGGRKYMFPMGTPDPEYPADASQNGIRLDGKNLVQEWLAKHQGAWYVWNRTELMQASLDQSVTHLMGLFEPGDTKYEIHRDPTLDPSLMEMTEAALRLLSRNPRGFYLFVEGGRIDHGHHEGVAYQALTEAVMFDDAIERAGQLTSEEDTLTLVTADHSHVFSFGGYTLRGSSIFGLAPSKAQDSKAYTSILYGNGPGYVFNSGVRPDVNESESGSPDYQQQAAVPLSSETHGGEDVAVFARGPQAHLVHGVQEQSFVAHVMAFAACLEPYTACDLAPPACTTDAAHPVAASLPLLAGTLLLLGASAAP
APOBEC3A inh = blocks human APOBEC3A ssDNA deamination | P31941 | recombinant A3A, FAM/TAMRA ssDNA deamination fluorescence | inhibition, % at 20 µM | 330,000 compounds, 0.41% hits | AID 493011;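 active = at least 40% inhibition at 20 µM here, with at most 30% in a related deaminase screen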;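 note: plate controls were A3A with DMSO for no effect and wells lacking A3A enzyme for full effect; some results filed as inactive read as strong as hits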
Target sequence (P31941 whole entry, looked up): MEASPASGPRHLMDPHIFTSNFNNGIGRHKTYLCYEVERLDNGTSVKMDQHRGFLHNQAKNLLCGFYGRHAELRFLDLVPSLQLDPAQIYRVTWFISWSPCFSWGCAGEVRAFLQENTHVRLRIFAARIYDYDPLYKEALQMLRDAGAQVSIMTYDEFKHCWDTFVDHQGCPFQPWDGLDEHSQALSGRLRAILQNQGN
MPTP inh = blocks calcium-induced mitochondrial swelling; isolated mouse mitochondria, Ca2+ swelling absorbance, 30 min; inhibition, % at 10 µM; 360,000 compounds, 1.4% hits;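 active = inhibition of 50% or more, scaled per plate between neutral and stimulator controls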;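 note: 0% = DMSO wells given calcium and 100% = 1 mM EGTA wells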
GRIN3A LBD mod = NR3A (human) ligand-binding domain modulation | NR3A LBD differential scanning fluorimetry, Tm shift; 0% = protein alone, 100% = glycine-bound protein | Tm shift relative to glycine control, % at 25 µM | 340,000 compounds, 2.5% hits | AID 1259313;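 active = melting temperature shift of at least 10% of the positive control shift, at one fixed dose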
hIAP inh = blocks human intestinal alkaline phosphatase. 330,000 compounds, 0.12% hits. purified IAP, CDP-Star luminescence, 30 min. inhibition, % at 10 µM;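 active = inhibition reaching a set limit with compound at 10 µM in the primary screen, cut at about 35% in these data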;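 note: plate controls were DMSO wells with enzyme for no effect and no-enzyme buffer wells for full effect; values of inactives mirror those of a sister screen read the other way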
mIAP inh = blocks mouse intestinal alkaline phosphatase | purified mouse IAP, CDP-Star luminescence, 30 min | inhibition, % at 10 µM | 330,000 compounds, 0.2% hits | AID 2806;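 active = inhibition of at least 40% at 10 µM in the primary screen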;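 note: plate controls were DMSO with enzyme for no effect and no enzyme wells for full effect; values of inactives mirror those of a sister screen read the other way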
* = called active by the depositor; · = no result given; & = joins results of further samples.

compound	APOBEC3A inh	hIAP activ	beta cell repl	mIAP inh	hIAP inh	MPTP inh	GRIN3A LBD mod	mIAP act	A3G deaminase
O=C(CCS(=O)(=O)c1ccccc1Cl)NCc1ccc(F)cc1	3.0	1	0.0	2.9	-0.1	-0.1	-0.9	0.971	-2.3
CCN(CC)S(=O)(=O)c1ccc(C(=O)N(c2ccc(C)cc2)C2C=CS(=O)(=O)C2)cc1 (centres undefined)	3.1	1.12	-1.8	-6.4	-12.3	-0.9	-0.8	1.06	-2.9
CCCc1nnc(NC(=O)CC(=O)Nc2ccccc2C(=O)O)s1	-1.0	0.968	2.5	0.4	3.2	3.8	-1.5	0.996	-7.1
COc1ccc(OCC(=O)Nc2cc3c(cc2C(=O)O)OCCCO3)cc1	0.7	1.02	1.1	-6.1	-2.5	0.2	-1.6	1.06	-4.4
CC(=O)Nc1ccc(S(=O)(=O)N[C@H](C(=O)O)C(C)C)cc1	0.0	1.02	-1.4	-10.9	-2.2	-1.1	-0.5	1.11	-3.4
COc1cc(OC)cc(C(=O)N/N=C2/SCC(=O)N2Cc2ccco2)c1	4.0	1.13	0.0	8.2	-12.8	3.2	-0.8	0.918	-6.9
COC(=O)c1sc(-c2ccccc2)cc1NC(=O)c1cc(OC)cc(OC)c1	10.3	1.01	0.0	0.1	-1.1	4.4	-0.1	0.999	3.3
COc1ccc(S(=O)(=O)N2CCCC2CNC(=O)C(=O)NC2CCCCCC2)cc1 (centres undefined)	-1.6	1.06	-0.2	6.4	-6.2	-0.2	16.8*	0.936	-8.8
Fc1cccc(/C=N/Nc2nncc3ccccc23)c1	1.8	0.867	-6.4	6.1	13.3	2.9	1.2	0.939	-3.0
CC(C)(CNC(=O)C1CCN(S(=O)(=O)c2cc([N+](=O)[O-])ccc2Cl)CC1)N1CCOCC1	-1.2	0.948	-2.8	5.6	5.2	-0.7	-0.1	0.944	-3.2
O=C(NC1(C(F)(F)F)NC(=O)N(Cc2cccnc2)C1=O)c1ccccc1Cl (centres undefined)	0.9	0.854	1.2	-2.5	14.6	1.0	-0.1	1.02	-2.6
COc1ccc(N(CC(=O)N2CCCC2)S(=O)(=O)c2ccc(NC(C)=O)cc2)cc1	-3.3	0.878	-0.9	-4.1	12.2	0.8	1.3	1.04	-10.7
Cc1ccccc1NC(=O)CSc1nc2ccccc2c(=O)n1CC1CCCO1 (centres undefined)	4.6	0.951	0.0	-2.6	4.9	0.8	-2.2	1.03	9.0
Cc1ccc(S(=O)(=O)N2CCOCC2)cc1NC(=O)COC(=O)CCC(=O)c1ccc(F)cc1	-1.6	0.989	-3.3	9.3	1.1	2.0	1.0	0.907	-6.4
CN(c1ccccc1)S(=O)(=O)c1ccc(Cl)c(C(=O)NC2=NCCS2)c1	-0.5	0.936	0.7	-1.0	6.4	0.0	0.2	1.01	-0.4

2 records picked at random from the list so far, as already listed:
compound	APOBEC3A inh	hIAP activ	beta cell repl	mIAP inh	hIAP inh	MPTP inh	GRIN3A LBD mod	mIAP act	A3G deaminase
COC(=O)c1sc(-c2ccccc2)cc1NC(=O)c1cc(OC)cc(OC)c1	10.3	1.01	0.0	0.1	-1.1	4.4	-0.1	0.999	3.3
CC(=O)Nc1ccc(S(=O)(=O)N[C@H](C(=O)O)C(C)C)cc1	0.0	1.02	-1.4	-10.9	-2.2	-1.1	-0.5	1.11	-3.4

Later entries
compound	APOBEC3A inh	hIAP activ	beta cell repl	mIAP inh	hIAP inh	MPTP inh	GRIN3A LBD mod	mIAP act	A3G deaminase
O=C(NCc1cccs1)C1CCN(c2ccc(S(=O)(=O)N3CCOCC3)cc2Cl)CC1	-3.1	0.995	-2.7	1.1	0.5	-0.8	0.6	0.989	-4.5
Cn1c(=O)c2c(nc(CN3CCc4ccccc4C3)n2Cc2ccc(Cl)cc2)n(C)c1=O	-3.5	1.03	-1.6	-5.6	-3.0	0.6	0.8	1.06	-3.0
COc1ccc(OC)c(C2C=C(c3ccc(C)c(C)c3)Nc3nnnn32)c1 (centres undefined)	0.5	0.904	-4.8	0.8	9.6	2.8	-1.7	0.992	-1.7
CCN1CCN(C(=O)c2ccc3c(=O)n(C4CCCC4)c(=S)[nH]c3c2)CC1	-4.5	0.901	-2.3	-1.9	9.9	1.9	2.3	1.02	-4.8
NC(=O)CC(NC(=O)Cc1cccc2ccccc12)c1ccc(NCc2ccccc2)c([N+](=O)[O-])c1 (centres undefined)	-3.6	0.967	-2.3	13.4	3.3	-1.8	2.0	0.866	11.2
Cc1cccc(NC(=O)CN2C(=O)N/C(=C/c3cc(C)n(-c4cccnc4)c3C)C2=O)c1	8.2	0.965	-2.1	1.8	3.5	-2.5	-3.4	0.982	3.9
Cc1cc2c(s1)CCCCC(=O)N2	0.7	0.914	-3.9	-4.7	8.6	-2.5	-0.9	1.05	1.7
CN(Cc1ccc(OC(F)F)cc1)C(=O)c1ccc2c(=O)n3c(nc2c1)CCC3	-0.8	0.895	-3.0	1.9	10.5	-1.7	-4.4	0.981	-2.9
COc1ccc(NC(=O)c2cc(-c3cc(C)c(C)cc3O)n[nH]2)c(OC)c1	-5.0	2.12*	0.4	-4.4	-111.5	0.4	42.0*	1.04	-7.4
COc1ccc(COC(=O)C2CCN(S(=O)(=O)c3ccc(F)cc3)CC2)cc1	0.4	1.08	-1.4	-3.2	-8.2	1.9	1.2	1.03	-4.2
NC(=O)C(c1ccccc1)c1ccc(C(=O)c2ccccc2)cc1 (centres undefined)	0.7	1.09	-1.2	7.1	-8.8	-0.9	3.1	0.929	-2.7
Cn1c(NNC(=O)c2cccc3ccccc23)cc(=O)n(C)c1=O	0.5	0.966	-2.8	11.5	3.4	-2.2	-0.3	0.885	4.5
COC(=O)c1c(N2C(=O)CC(Sc3ccccc3C(=O)O)C2=O)sc(C)c1C (centres undefined)	-0.3	0.939	-2.5	3.7	6.1	9.4	0.8	0.963	-8.0
CCn1nc(NS(=O)(=O)c2ccccc2)c2cc3cc(C)ccc3nc21	-1.1	1.09	-2.8	5.2	-8.7	7.1	-0.1	0.948	-3.2
COCC(=O)N(Cc1cc2ccccc2[nH]c1=O)c1ccc(OC)cc1	-1.8	0.902	-1.9	10.6	9.8	-5.4	-1.4	0.894	-4.1
COc1ccc(CNC(=O)C2CCCN(S(=O)(=O)c3c(C)noc3/C=C/N(C)C)C2)cc1 (centres undefined)	-3.8	0.88	-1.5	-3.3	12.0	-0.5	0.4	1.03	-5.7
O=C(c1cccc(S(=O)(=O)N2CCc3ccccc3C2)c1)N1CCN(c2ccc(O)cc2)CC1	3.5	1.38	2.4	7.4	-38.0	2.6	-0.6	0.926	5.2
O=C(NCc1ccccn1)c1ccc(=O)oc1	-2.4	1.16	1.3	5.9	-15.8	-2.0	-0.6	0.941	-5.3
CCN(CC)CCN1C(=O)C(=O)/C(=C(/O)c2c(C)[nH]c(C(=O)OC)c2C)C1c1cccnc1 (centres undefined)	-4.2	0.968	-1.2	-0.6	3.2	-0.2	4.4	1.01	-5.5
FC(F)(F)c1cccc(NC(=S)Nc2ccc(Cl)c(Cl)c2)c1	-1.2	0.856	-3.8	2.9	14.4	80.8*	19.5*	0.971	-0.6
COc1ccc(-c2noc(CNS(=O)(=O)c3ccccc3)n2)cc1	-0.1	0.926	-2.6	-7.8	7.4	0.0	-1.2	1.08	-1.8
Cc1ccc2ccc(S(=O)(=O)NCc3ccco3)cc2c1	0.6	0.969	0.0	1.8	3.1	0.3	1.0	0.982	1.5
COc1cccc(CN2CC(C(=O)NCCCn3ccnc3C)CCC2=O)c1 (centres undefined)	-2.2	1.14	2.6	2.3	-13.9	-1.5	-0.3	0.977	-3.9
CN(C)S(=O)(=O)c1ccc(N2CCCC2)c(C(=O)NNC(=O)COc2ccccc2Cl)c1	4.8	1.31	-1.8	7.1	-31.1	-3.3	-0.3	0.929	0.4
CSCCC(NC(=O)c1ccccc1)C(=O)Nc1ccc(NC(C)=O)cc1 (centres undefined)	2.4	1.13	-0.6	-5.8	-12.6	·	·	1.06	-3.0
Fc1ccc(-c2nnc3ccc(N4CCCC4)nn23)cc1	1.4	1.05	2.4	2.1	-5.5	-3.6	-2.6	0.979	-2.9
COc1ccc(Cl)cc1C(=O)Nc1ccc(NC(=O)c2ccco2)cc1	-5.9	1.11	2.5	0.3	-10.6	1.3	17.5*	0.997	-3.1
CCc1ccc(NC(=O)Cn2nnc(C(=O)NCc3ccc4c(c3)OCO4)c2N)cc1	-1.9	1.23	-2.0	-6.4	-22.6	1.1	8.7	1.06	-1.6
O=C(c1ccccc1Cl)N(Cc1ccc(Br)cc1)N1C(=O)CCC1=O	2.2	0.902	3.2	5.5	9.8	3.4	-1.0	0.945	-2.7
Cc1cc(Sc2nnc(/N=C/N(C)C)s2)c2ccccc2n1	7.4	0.948	-4.0	-0.7	5.2	3.1	-1.4	1.01	6.4
Cc1cc2occ(CC(=O)Nc3nccs3)c2cc1C(C)C	7.7	1.02	-2.4	-4.3	-2.3	-0.2	-4.9	1.04	0.5
COC(=O)c1ccc(C23CC4(C2)[C@H](CN(C)[C@@H]4c2ccccc2)C3c2ccccc2)cc1 (some centres undefined)	-0.5	0.933	-8.2	-4.2	6.7	12.6	0.8	1.04	-7.5
COc1ccc(OCC(=O)N/N=C2\CCCCc3ccccc32)cc1	-0.5	1.06	-3.1	-5.5	-5.9	0.6	-0.5	1.05	-11.0
Cc1[nH]nc(N=CC2=C(O)CC(c3ccco3)CC2=O)c1-c1ccccc1 (centres undefined)	-2.8	1.07	-4.0	6.0	-7.0	1.1&1.5	2.3&-4.3	0.94	-6.7
O=C(CSc1nccn1-c1cccc(Cl)c1)NC1CCCC1	-0.2	1.03	-1.7	-5.0	-2.6	-3.3	-0.4	1.05	5.2
COc1ccccc1CN1CCNC(=O)C1CC(=O)N(C)Cc1ccon1 (centres undefined)	-1.2	0.992	-2.5	-8.1	0.8	0.4	1.7	1.08	-3.9
CCc1cccc(CC)c1-n1c(SCn2nnc3ccccc3c2=O)nnc1-c1cccnc1	-6.2	1.11	0.0	15.8	-10.8	-1.8	-20.7	0.842	-7.2

Random draw from the library (roughly 5% active in at least one column).
